# Source: PubChem BioAssay (several laboratories)
# NR1D1 modulator: Rev-erb alpha (human) modulation | Rev-erbα–FITC-DNA binding, fluorescence polarization, 90 min | activity, % at 10 µM | hit rate 0.79% among 370,000 | AID 1259318;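 active = activity above about 14%, limit read from the data; passing the limit was not always enough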;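 note: 0% = DMSO wells with 35 nM protein and 100% = DMSO wells with 750 nM protein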
# NPR1 activator: GC-A (human) enzyme activation | HEK293 GC-A cells, cGMP TR-FRET, EC30 ANP; 0% at EC30 ANP, 100% saturating ANP | P16066 | hit rate 0.14% among 370,000 | activation, % at 10 µM; in the data active = activation above about 40%
# ARFGAP1 inh: inhibits rat ARF GTPase activating protein 1; hit rate 0.26% among 360,000; AID 651572; Arfgap1-stimulated ARF1 GTP hydrolysis, GDP FP detection; inhibition, % at 16.5 µM; Q62848;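 active = inhibition above a per-plate limit, mean inhibition of low control wells plus 3 SD, cut at about 25% in these data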;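 note: 0% = DMSO wells with enzyme and 100% = wells lacking Arfgap1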
#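 Material: truncated rat Arfgap1 GAP domain; Incubation: compound-enzyme preincubation 20 min, reaction 120 min, detection 60 min, 25 °C; Read-out: percent inhibition of Arfgap1-stimulated GTP hydrolysis; Technique: FP, GDP Alexa 633 tracer displaced from anti-GDP antibody, 620/688 nm; Controls: No-Arfgap1 wells (100%) versus DMSO full-reaction wells (0%); Replication: single well per compound.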
# SMARCA2 activ: SMARCA2 function activation, primary screen. MG213 cells, MMTV-luciferase reporter, dexamethasone, overnight. activation, % at 9.1 µM. hit rate 1% among 370,000. AID 652017; in the data active = activation above about 7.8%;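 note: 0% = vehicle wells and 100% = reference activator wells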
# ABHD4 inh: ABHD4 (mouse) inhibition, primary FP screen; hit rate 0.54% among 370,000; inhibition, % at 8.92 µM; Q8VD66; AID 720543; purified mABHD4, FP-Rh probe fluorescence polarization;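 active = inhibition exceeding the mean over every tested compound plus 3 SD, cut at about 30% in these data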;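 note: 0% = plate median of compound wells and 100% = S159A mutant with DMSO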
#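 Assay system: mABHD4 protein; medium: HEPES pH 7.0, NaCl, Pluronic buffer; dosing: 8.92 µM, single dose; schedule: 45 min + 60 min at 25 °C; signal: FP readout, ex 525 nm / em 598 nm; read-out: normalized percent inhibition of probe labeling; repeats: single replicate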
# GC-B act: GC-B (human) receptor activation; P20594; HEK293-GC-B cells, CNP EC30, cGMP TR-FRET; 0% at EC30 CNP, 100% saturating CNP; activation, % at 10 µM; hit rate 0.11% among 370,000; AID 1920062;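 active = activation at 10 µM reaching about 35% in either raw or pattern-adjusted values, limit read from the data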
# Target sequence (P20594 whole entry, looked up): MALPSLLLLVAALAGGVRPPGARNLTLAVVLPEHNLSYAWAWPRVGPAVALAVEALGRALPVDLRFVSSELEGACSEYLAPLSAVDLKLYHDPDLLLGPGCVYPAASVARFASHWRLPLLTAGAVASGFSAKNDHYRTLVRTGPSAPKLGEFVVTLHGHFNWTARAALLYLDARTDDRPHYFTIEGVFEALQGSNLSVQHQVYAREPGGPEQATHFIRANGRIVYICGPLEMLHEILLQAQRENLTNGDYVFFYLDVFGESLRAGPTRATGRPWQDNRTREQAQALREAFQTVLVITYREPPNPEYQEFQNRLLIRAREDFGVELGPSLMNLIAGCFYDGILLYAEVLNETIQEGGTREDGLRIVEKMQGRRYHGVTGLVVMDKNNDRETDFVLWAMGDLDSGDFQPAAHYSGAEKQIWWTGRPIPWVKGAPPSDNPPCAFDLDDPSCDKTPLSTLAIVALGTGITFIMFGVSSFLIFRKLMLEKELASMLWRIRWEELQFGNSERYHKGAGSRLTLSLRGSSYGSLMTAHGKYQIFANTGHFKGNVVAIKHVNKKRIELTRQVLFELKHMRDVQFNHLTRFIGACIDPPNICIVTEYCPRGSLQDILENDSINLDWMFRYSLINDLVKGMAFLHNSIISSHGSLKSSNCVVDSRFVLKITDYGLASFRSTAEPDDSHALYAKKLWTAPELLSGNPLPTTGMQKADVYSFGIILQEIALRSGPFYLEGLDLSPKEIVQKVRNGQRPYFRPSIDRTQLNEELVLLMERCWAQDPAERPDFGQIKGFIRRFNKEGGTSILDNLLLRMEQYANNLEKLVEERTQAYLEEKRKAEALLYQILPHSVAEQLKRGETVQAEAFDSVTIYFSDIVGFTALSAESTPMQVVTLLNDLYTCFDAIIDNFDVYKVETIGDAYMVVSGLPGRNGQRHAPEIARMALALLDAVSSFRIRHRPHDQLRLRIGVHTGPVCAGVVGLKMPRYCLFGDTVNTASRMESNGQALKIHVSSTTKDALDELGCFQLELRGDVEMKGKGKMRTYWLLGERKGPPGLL
# HTRA1 inh: HTRA1 (human) protease inhibition; Q92743; inhibition, % at 5.96 µM; AID 504803; hit rate 0.5% among 340,000; recombinant HTRA1, FP-rhodamine activity-based probe, fluorescence polarization; in the data active = inhibition above about 36%;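 note: 0% = enzyme with DMSO and 100% = wells lacking enzyme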
# PG9 binder: binds the HIV-1 gp120 antibody PG9; hit rate 0.43% among 360,000; TR-FRET gp120-PG9 antibody binding; inhibition, % at 6.7 µM; in the data active = inhibition above about 8.5%
# ASAP1 GAP inh: ASAP1 ArfGAP inhibition. hit rate 0.19% among 360,000. inhibition, % at 16.5 µM. ASAP1-stimulated ARF1 GTP hydrolysis, GDP FP detection. AID 624377; in the data active = inhibition above about 25%;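 note: 0% = vehicle with enzyme and substrate and 100% = no enzyme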
# rCAG binder: r(CAG) repeat RNA binding; inhibition, % at 3 µM; TO-PRO-1 dye displacement fluorescence; hit rate 1.3% among 370,000;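 active = inhibition above the plate cutoff, the mean of all test compounds on that plate plus 3 SD, cut at about 35% in these data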;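 note: 0% = DMSO alone and 100% = 100 µM mitoxantrone as full dye displacement; higher means more dye released from RNA so lower well fluorescence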
# An asterisk follows results filed as active; nt = not tested or not shown.
Molecule,HTRA1 inh,GC-B act,SMARCA2 activ,PG9 binder,ASAP1 GAP inh,NR1D1 modulator,ABHD4 inh,ARFGAP1 inh,NPR1 activator,rCAG binder
COc1ccccc1N1CCN(C(=O)c2ccc(CSc3ccccc3)cc2)CC1,-19,10,-1,2.9,4,3,-12,8,-4,4
COCCn1c(Br)nc2c1c(=O)n(C)c(=O)n2C,nt,0,2,-0.4,-2,2,0,-17,4,-2
CC1(C)C(=O)OC(c2ccccc2)C2(CCCC2)C1=O (configuration not stated),9,1,-2,0.9,2,-2,-5,7,-2,-6
O=C(Nc1ccc(F)cc1)c1cc2c(s1)CCCC2,nt,-3,10*,-2.1,5,6,-12,8,-1,2
O=C1OCC/C1=C\c1ccccc1O,6,0,-2,0.5,3,3,1,-17,1,0
COc1ccc(Cl)cc1S(=O)(=O)N1CCC(C(=O)NCc2ccccn2)CC1,6,10,-1,-0.5,1,-5,5,11,-1,-9
O=C(CC1C(=O)NCCN1Cc1ccccc1)NCCCOc1cccnc1 (configuration not stated),2,0,-1,-0.6,-7,-5,-9,-2,-4,3
CCOc1ccc(C(=O)Nc2ccc3nc(N4CCN(CC)CC4)cc(C)c3c2)cc1,6,-5,-2,-0.1,16,5,-5,15,-4,-6
CC1Nc2ncnc(N3CCN(c4ccccc4)CC3)c2N(Cc2ccc(Cl)cc2)C1=O (configuration not stated),-70,-8,-1,-1.4,-10,-4,-3,-5,-2,0
FC(F)c1nc2nc(Cl)c(Cl)nc2[nH]1,0,1,-4,1.1,2,-2,-3,8,5,1
CCOC(=O)C1=C(N)Oc2cc(O)ccc2C1c1ccc(C)cc1 (configuration not stated),-10,0,1,1.8,4,-2,2,16,49*,10
CC(C)Oc1ccc(CCc2n[nH]c(=S)n2Cc2ccccc2)cc1,-7,1,-1,-0.4,-2,-2,-11,8,2,-3
Cc1nnc(SCC(=O)NC2CCCc3c2cnn3-c2ccc(F)cc2F)o1 (configuration not stated),-1,1,2,0.2,5,0,1,14,-3,0
CCOC(=O)C1CCCCN1Cc1cccc(C(F)(F)F)c1 (configuration not stated),-1,0,0,1.5,-4,-4,14,4,-1,0
COCCNC(=O)NC(=O)CN1CCN(C(c2ccccc2)c2ccccc2)CC1,-5,-3,3,-0.8,-5,-3,-4,-4,2,-6
COC(=O)N1C[C@H](Oc2ncccn2)[C@H]2C[C@@H]1c1ccccc1O2,nt,1,-6,0.1,0,1,-7,-4,2,2
CC1=NN(C(=O)Cn2nc([N+](=O)[O-])c(Br)c2C)C(O)(C(F)(F)F)C1 (configuration not stated),5,5,0,-2.7,-8,5,-5,-4,7,2
Cc1cc(C)n2ncc(C(=O)NCc3ccc(Cl)cc3)c2n1,-4,4,3,-1.5,-7,-4,0,-3,7,-3
COc1ccc(NC(=O)CSc2nncs2)cc1S(N)(=O)=O,10,-1,-3,-0.6,-16,-3,-1,-4,4,3
NS(=O)(=O)c1ccc(CCNC(=O)CSc2nc3ccccc3c3nc(CCN4CCCCC4)nn23)cc1,-3,4,0,-0.5,-6,1,-4,-2,2,6
Cn1cnc(S(=O)(=O)N2CCN(C(c3ccc(F)cc3)c3ccc(F)cc3)CC2)c1,-6,-2,-3,-1.1,4,-1,-1,-9,-1,-3
Cc1ccccc1C(=O)NCCOc1ccccc1Cl,0,-5,7,0.5,12,-2,3,1,4,0
Cn1c(=O)[nH]c(=O)c2c1nc(Sc1ccccc1)n2CCc1ccccc1,-2,-5,-2,-1.2,-3,16,-3,-5,2,0
Cc1ccc2nc(Nc3nc(CSc4nnnn4-c4ccccc4)cc(=O)[nH]3)nc(C)c2c1,4,-4,-3,0.3,-13,-17,1,-2,-3,8
Cc1cccc(Oc2nc3c(c(=O)n(C)c(=O)n3C)n2C)c1,5,1,-4,-1.5,-9,-4,3,8,-3,-2

# Next records
Molecule,HTRA1 inh,GC-B act,SMARCA2 activ,PG9 binder,ASAP1 GAP inh,NR1D1 modulator,ABHD4 inh,ARFGAP1 inh,NPR1 activator,rCAG binder
CCOc1ccc(CN(C)CC(=O)Nc2cc(C)c(C)cc2[N+](=O)[O-])cc1,2,1,0,1.0,-5,-4,-6,-2,-3,-1
O=C(CN1CCN(S(=O)(=O)c2ccccc2[N+](=O)[O-])CC1)Nc1ccc(N2CCOCC2)cc1,3,-2,-2,0.5,12,-5,-2,0,2,7
Cc1ccc2c(c1)N(Cc1cccc(Cl)c1)C(=O)c1cccnc1O2,-23,-11,-1,-0.4,11,3,1,-6,-14,-2
CCN(C1CCCCC1)S(=O)(=O)c1ccc(S(=O)(=O)N2CCN(CCC#N)CC2)cc1,-2,-3,-3,-0.6,3,2,-2,4,3,-6
CC(C)(C)n1nnnc1C(c1cccs1)N1CCCC2(CCCCC2)C1 (configuration not stated),-7,nt,4,-1.2,-1,nt,-4,6,nt,0
Cc1cc(N2CCN(c3cccc(C(F)(F)F)c3)CC2)n2nc(C)nc2n1,0,-13,2,-2.7,14,5,2,1,-5,-4
COc1ccc(NC(=O)COC(=O)c2ccc(-n3cnnn3)cc2)cc1Cl,-12,-3,-2,4.6,8,-3,-5,24,2,10
N#C/C(=C\c1ccco1)Sc1nc2ccccc2s1,-19,4,6,-2.6,6,-1,-9,-6,7,4
COc1ccc(-n2ncc3c(Nc4cccc(C)c4)ncnc32)cc1,1,2,0,-1.1,2,2,1,0,1,-2
CC1(C(=O)Nc2ccc3[nH]ncc3c2)CCN1C(=O)Cc1ccc(-c2ccccc2)cc1 (configuration not stated),nt,-5,-6,1.4,10,-4,-17,8,7,4
O=C(CC1C(=O)NCCN1Cc1ccccc1C(F)(F)F)NC1CCC1 (configuration not stated),-1,-1,7,-2.0,2,4,-1,5,-4,1
Cc1cc(Nc2ccc(F)cc2F)n2nc(C)nc2n1,-3,2,-2,2.1,-9,7,-2,1,-1,3
O=C(COC(=O)[C@H](Cc1ccccc1)NC(=O)c1cccs1)NC1CCCCC1,-9,-5,-3,-2.8,12,-8,-11,0,-8,-2
COc1ccc(-c2nc(NCCN(C)C)nc3ccsc23)c(C)c1,nt,-11,0,-3.6,6,2,-4,10,-18,5
CCC(=O)Oc1oc(-c2ccccc2)nc1C=Nc1ccccc1OC,4,-1,-4,-1.6,0,6,-3,-1,2,2
CCOC(=O)C1CCCN(C(=O)C2(c3ccc(Cl)cc3)CCCC2)CC1 (configuration not stated),nt,-10,-1,-0.5,-2,-1,2,-3,-16,-2
CC1CC(C)CN(S(=O)(=O)c2ccc3c(c2)CCN3C(=O)C2CC2)C1 (configuration not stated),-2,4,-3,1.8,4,0,-7,4,-3,0
CC(C)(C)c1ccc(C(=O)NCCC(=O)Nc2ccc3c(c2)OCCO3)cc1,-12,-3,-1,-1.2,12,-10,-5,-8,-3,-4
Cc1ccc2c(c1)N(CC(=O)Nc1c(C)cccc1C)C(=O)c1cccnc1O2,6,1,-2,-1.2,-3,2,-1,-3,-2,-3
c1ccc(CN2CCCC3(CCCN(Cc4nc(CC5CC5)no4)C3)C2)cc1 (configuration not stated),-4,-2,0,0.9,10,-1,0,-6,-2,-5
CCOC(=O)c1cc(-c2ccccc2)sc1NC(=O)CC(C)C,-10,2,1,0.9,5,2,-5,-1,8,-4
Cc1ccc2nc(-c3ccc(NS(=O)(=O)c4c(C)n(C)c(=O)n(C)c4=O)cc3)sc2c1,-26,-7,6,0.0,7,-5,-12,11,-8,7
COc1cc2c(cc1OC)C(C(=O)NC1CC1)C1c3ccccc3CCN1C2=O (configuration not stated),3,5,-1,-0.9,5,-7,3,-1,2,0
Cc1onc(-c2c(F)cccc2Cl)c1C(=O)NCc1ccccc1,5,3,1,-1.6,-3,0,0,-4,-1,-6
COC(=O)c1c(NC(=O)COC(=O)Cn2cnc3ccccc32)sc2c1CCCC2,-8,-2,0,-1.9,-6,-2,-7,-3,6,4

# A few values from the list:
# GC-B act, `O=C(COC(=O)[C@H](Cc1ccccc1)NC(=O)c1cccs1)NC1CCCCC1` → -5
# rCAG binder, `Cc1ccc2nc(-c3ccc(NS(=O)(=O)c4c(C)n(C)c(=O)n(C)c4=O)cc3)sc2c1` → 7
# rCAG binder, `COc1ccc(-c2nc(NCCN(C)C)nc3ccsc23)c(C)c1` → 5
# SMARCA2 activ, `Cc1onc(-c2c(F)cccc2Cl)c1C(=O)NCc1ccccc1` → 1
# ABHD4 inh, `Cc1cc(Nc2ccc(F)cc2F)n2nc(C)nc2n1` → -2

# Compound profiles (already shown). Values in the order: HTRA1 inh	GC-B act	SMARCA2 activ	PG9 binder	ASAP1 GAP inh	NR1D1 modulator	ABHD4 inh	ARFGAP1 inh	NPR1 activator	rCAG binder
# `CCOc1ccc(CN(C)CC(=O)Nc2cc(C)c(C)cc2[N+](=O)[O-])cc1` reads 2	1	0	1.0	-5	-4	-6	-2	-3	-1
# `COc1ccc(-c2nc(NCCN(C)C)nc3ccsc23)c(C)c1` reads nt	-11	0	-3.6	6	2	-4	10	-18	5

# New compounds follow:
Molecule,HTRA1 inh,GC-B act,SMARCA2 activ,PG9 binder,ASAP1 GAP inh,NR1D1 modulator,ABHD4 inh,ARFGAP1 inh,NPR1 activator,rCAG binder
COc1ccc(CN2C(=O)c3ccnn3CC2(C)c2nnnn2-c2c(C)cccc2C)cc1 (configuration not stated),nt,0,-1,nt,nt,-1,2,nt,2,3
CC(=O)NC1=NC(=O)/C(=C/c2cc(C)n(-c3cccc(C(=O)O)c3)c2C)S1,nt,-2,2,-7.6,13,-15,9,-1,-3,24
CCCNC(=O)c1ccccc1C(=O)NC1(C(=O)NCCC)CCCC1,-12,3,0,-0.4,-12,4,4,-7,-2,-4
COc1ccc2c3n([n+]([O-])c2c1)CCN=C3c1ccc(Cl)cc1,-4,1,3,-2.9,8,0,8,2,4,6
Cc1c(NC(=O)C(C)N(c2ccccc2)S(C)(=O)=O)c(=O)n(-c2ccccc2)n1C (configuration not stated),-3,-2,-1,-3.0,2,1,-4,5,1,2
O=[N+]([O-])c1ccc(Cl)c(/C=N/N2CCN(Cc3ccc(Cl)cc3)CC2)c1,3,2,0,-1.0,10,0,-7,-8,-3,-2
Cc1cc(C)n(S(=O)(=O)c2ccc3ccccc3c2)n1,-4,0,-2,0.1,10,1,-2,-7,-7,-6
O=C(O)CN1C(=O)C(=O)N(Cc2ccc(C(F)(F)F)cc2)C1=O,2,2,-2,-1.3,7,4,4,1,1,0
COc1cc(NC(=O)COc2ccccc2Cl)ccc1NC(=O)C(C)C,1,2,-1,-2.5,6,-3,1,-2,-2,-6
O=C(CN1CCN(c2ccccn2)CC1)Nc1cccc(S(=O)(=O)N2CCOCC2)c1,4,2,-7,0.2,-10,-5,-1,6,3,1
CC(=O)Nc1ccc(S(=O)(=O)Nc2ccccc2C(=O)N2CCCCCC2)cc1,0,2,-1,1.9,-3,-5,3,11,2,2
Cc1cc(C)nc(SCC(=O)N2CCOCC2)n1,4,1,1,0.1,-5,-1,-3,9,1,-3
